Screening results from PubChem BioAssay.
ASM inhibitor – blocks human secretory acid sphingomyelinase; P17405; placental ASM, HMU-PC fluorogenic substrate, 60 min; Potency, µM (highest dose often 57.5 µM), inactives show top-dose activity change, negative = inhibition, usual class: inhibitors; 340,000 compounds, 0.006% hits; note: potency is the fitted concentration of half-maximal effect
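Fluorogenic HMU-PC substrate (9 uM final) is turned over by placental ASM in 60 min at 37 C after a 10 min compound preincubation. Reaction ended by alkaline stop (pH 10), with fluorescence read at 386/447 nm.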
B2AR arrestin – recruits beta-arrestin to the human beta2-adrenergic receptor | P07550 | beta-arrestin recruitment to beta2AR, cell-based reporter | Potency, µM (titrated, usually from 46.1 µM), without a hit: at the highest dose activation, usual class: activators | 330,000 compounds, 0.02% hits | AID 492947;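 note: potency is the fitted concentration of half-maximal effect; 0% = DMSO controls and full agonism = EC100 isoproterenol or metaproterenol; nearly all actives have a fitted effect of over 65% in size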
Menin-MLL TR inh – displaces Texas Red mutant MLL peptide from human menin; 270,000 compounds, 0.23% hits; O00255; Potency, µM (highest dose often 61.6 µM), for inactives: at the top dose FP activity change, negative = inhibition, usual class: inhibitors; AID 1768; Menin + Texas Red MLL mutant peptide, fluorescence polarization; active = well fitted inhibition curve with a large enough effect in the polarisation, with a control signal flat, not every such curve was filed as active; inconclusive = small, poorly fitted or top-dose-only effect, or effect the other way, or a change in a side signal; inactive = no such curve, though single readings can be large or run the other way; the % refers to the polarisation; note: potency is the fitted concentration of half-maximal effect; % of control where 0% means no effect; many of its hits are not listed in these tables
FBPA coupling cs – counter-screen for Giardia aldolase inhibitors: coupling enzyme system | 290,000 compounds, 0.67% hits | coupling enzyme system counterscreen, AmpLite Red fluorescence | activity change, negative = inhibition, % at 58.2 µM, hits read low; in the data active = activity change below about -30%; note: % is set by controls: 0 for no effect and ±100 for the full control effect
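Counterscreen lacking aldolase: glyceraldehyde-3-phosphate coupling-enzyme reagent preincubated 10 min at RT with compound (at 57.5 uM final), then substrate/coupling system with AmpLite Red added; fluorescence read at 525/598 nm after 20 min RT.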
GALK inhibitor – blocks human galactokinase activity | 270,000 compounds, 0.007% hits | Potency, µM (highest dose often 57.5 µM), without a hit: at the highest dose activity change, negative = inhibition, most hits filed as inhibitors | P51570 | Purified GALK, Kinase-Glo residual ATP luminescence | AID 1868; note: potency is the fitted concentration of half-maximal effect; % is set by controls: 0 for no effect and ±100 for the full control effect
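Compounds were pin-transferred into ATP buffer (35 uM final), then GALK plus galactose (5 nM, 100 uM final) was added. After 1 h at room temperature, Kinase-Glo Plus was added and luminescence read after 10 min.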
PKM2 act – activators of human pyruvate kinase M2; P14618; 260,000 compounds, 0.34% hits; Potency, µM (top dose mostly 57.5 µM), for inactives: top-dose activation, actives largely listed as activators; purified PKM2, Kinase-Glo ATP luminescence, activation; response scale: 0% is enzyme alone, no compound; note: potency is the fitted concentration of half-maximal effect; % is set by controls: 0 for no effect and ±100 for the full control effect; nearly all actives have a fitted effect of over 55% in size
Target sequence (P14618 whole entry, looked up): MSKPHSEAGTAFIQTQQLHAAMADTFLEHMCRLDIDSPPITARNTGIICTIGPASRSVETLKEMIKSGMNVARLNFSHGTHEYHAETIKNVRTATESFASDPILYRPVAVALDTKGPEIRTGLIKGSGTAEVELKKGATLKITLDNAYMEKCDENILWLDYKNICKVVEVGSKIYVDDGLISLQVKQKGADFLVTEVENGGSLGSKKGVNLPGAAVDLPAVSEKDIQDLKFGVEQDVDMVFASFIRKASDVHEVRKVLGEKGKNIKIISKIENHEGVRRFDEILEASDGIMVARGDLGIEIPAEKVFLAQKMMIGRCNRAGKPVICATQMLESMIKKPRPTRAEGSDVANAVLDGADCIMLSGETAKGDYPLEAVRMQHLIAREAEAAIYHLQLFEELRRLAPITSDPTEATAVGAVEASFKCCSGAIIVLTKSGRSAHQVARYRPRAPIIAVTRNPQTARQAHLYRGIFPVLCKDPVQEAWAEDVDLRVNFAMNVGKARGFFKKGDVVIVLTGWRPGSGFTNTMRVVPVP
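Purified hPK-M2 (>95% pure) converted ADP (0.1 mM final) to ATP with 0.5 mM PEP in 50 mM imidazole pH7.2, KCl, MgCl2, Tween 20, BSA; 1 h at room temperature. ATP detected by Kinase-Glo luminescence.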
TSG101-PTAP inh – blocks PTAP/TSG101 interaction to inhibit HIV-1 budding; Fluorescence polarization, FITC-PTAP peptide / Tsg101 binding; AID 493005; Q99816; Potency, µM (highest dose often 115 µM), for inactives: at the top dose activity change, negative = inhibition, actives largely listed as inhibitors; 340,000 tested, under 10 active; active = well fitted inhibition curve with a large enough effect in the main read-out, with a control signal flat, not every such curve was filed as active; inconclusive = small, poorly fitted or top-dose-only effect, or effect the other way, or a change in a side signal; inactive = no such curve, though single readings can be large or run the other way; note: potency is the fitted concentration of half-maximal effect; % of control where 0% means no effect
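Steps: Tsg101 binding domain dispensed (10 uM final), compounds pinned in DMSO, FITC-labeled PTAP-motif peptide added (50 nM final); after 20 min binding at room temperature, polarization measured.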
BCR signal inh – blocks chronic active B-cell receptor signaling. Potency, µM (doses to about 46.1 µM), for inactives: at the top dose ratio change, negative = lower green/red ratio, hits mostly inhibitors. AID 493014. ABC-DLBCL IkBa-CBG/CBR reporter, luminescence ratio, 4 h. 340,000 compounds, 0.05% hits; active = well fitted inhibition curve with a large enough effect in the signal ratio, with a control signal flat, not every such curve was filed as active; inconclusive = small, poorly fitted or top-dose-only effect, or effect the other way, or a change in a side signal; the % refers to the signal ratio;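 note: potency is the fitted concentration of half-maximal effect; plate controls were basal doxycycline-induced cells for no effect and cells given 10 µM MG132 for full effect; MG132 reads +100%, hits lower the ratio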
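Compounds up to 46 uM were incubated four hours with TMD8 cells whose green CBG68 luciferase is fused to IkappaBalpha; red CBR luminescence normalised the signal, and concentration-effect curves were fitted to fusion, red and ratio data.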
Integrin act MD – activators of alpha7 integrin expression for muscular dystrophy. alpha7betagal myoblasts, beta-gal FDG fluorescence, 48 h. AID 624291. 350,000 compounds, 0.064% hits. Potency, µM (highest dose often 38.3 µM), for inactives: top-dose activation, actives largely listed as activators;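 note: potency is the fitted concentration of half-maximal effect; 100% = response of the positive control SU9516; nearly all actives have a fitted effect of over 60% in size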
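alpha7betagal+/- myoblasts (passage 13, 250/well) treated 48 h at 37C with compounds at 1:260 dilution of DMSO stock. Lysed, then beta-galactosidase activity read as FDG fluorescence (ex 480/em 540) after 30 min, with pre-read for autofluorescence.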
Tb PFK inh – blocks T. brucei phosphofructokinase. T. brucei PFK, ADP-Glo luminescence. 330,000 compounds, 0.17% hits. O15648. Potency, µM (highest dose often 57.5 µM), without a hit: at the highest dose activity, negative = inhibition, actives largely listed as inhibitors;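 note: potency is the fitted concentration of half-maximal effect; 0% = uninhibited 1x PFK enzyme wells and -100% = no-enzyme wells; nearly all actives have a fitted effect of over 60% in size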
Target sequence (O15648 whole entry, looked up): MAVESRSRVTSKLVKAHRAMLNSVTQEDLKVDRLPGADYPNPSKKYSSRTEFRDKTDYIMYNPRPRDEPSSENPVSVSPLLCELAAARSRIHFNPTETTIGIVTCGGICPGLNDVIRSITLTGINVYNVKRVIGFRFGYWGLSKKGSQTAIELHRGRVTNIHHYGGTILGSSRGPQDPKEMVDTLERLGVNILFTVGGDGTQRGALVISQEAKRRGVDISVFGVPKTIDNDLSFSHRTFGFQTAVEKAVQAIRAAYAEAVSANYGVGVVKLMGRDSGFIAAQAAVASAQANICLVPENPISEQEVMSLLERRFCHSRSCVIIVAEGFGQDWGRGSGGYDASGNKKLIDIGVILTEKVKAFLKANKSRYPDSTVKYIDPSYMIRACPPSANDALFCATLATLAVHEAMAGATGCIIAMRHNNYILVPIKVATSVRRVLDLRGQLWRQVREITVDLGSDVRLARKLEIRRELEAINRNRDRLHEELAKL
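Activity is normalized to no-enzyme wells (full inhibition) and 1.25 nM enzyme wells (no inhibition). Reaction: 0.5 mM F6P, 0.1 mM ATP, 45 min RT, ADP-Glo luminescence; concentration-response curves fitted and classed by quality.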
Giardia kill – Giardia lamblia killing; activity change, % at 7.66 µM, hits read low; 340,000 compounds, 0.15% hits; AID 540267; Giardia lamblia trophozoite viability; in the data active = activity change below about -80%; inconclusive = between about -30% and that limit;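 note: parasites exposed to compound for two days anaerobically before the ATP read; % is set by controls: 0 for no effect and ±100 for the full control effect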
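Media and compound were dispensed first, then trophozoites at 100 cells/well; plates sat 48 hrs at 37 deg C without oxygen before ATP luminescence reagent was added and read after 15-30 min at room temperature.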
Numbers without * were called inactive; u = inconclusive; x = no result given; & = joins results of further samples; [ ] = another dose, or the depositor's remark. Unless noted, calls come from the whole dose curve; as a rule, active = well fitted curve in the direction sought with a large enough effect; inconclusive = small, poorly fitted or top-dose-only effect, or another doubt; inactive = no such curve, though single readings can be large; an effect the other way counts as inactive or inconclusive. Only part of the results is shown. The share of hits here may be higher or lower than overall.

molecule | ASM inhibitor | B2AR arrestin | Menin-MLL TR inh | FBPA coupling cs | GALK inhibitor | PKM2 act | TSG101-PTAP inh | BCR signal inh | Integrin act MD | Tb PFK inh | Giardia kill
OCCN(Cc1ccccc1)CC1CC=CCC1 (stereo not given) | 0% | 0.2% | 12% | 3 | 0% | -1% | 3% | 5% | -19% | -13% | 2
CCCCCC(O)c1cccc(OCc2ccc3ccccc3n2)c1 (stereo not given) | -12% | -2.2% | u | -2&-2 | 2% | 1% | -2% | u | x | 3% | -1
CCCN(CC(=O)Nc1ccccc1C)C(=O)c1nn(CC)c(=O)c2ccccc12 | -3% | 0.1% | x | x | x | x | -2% | 3% | 0% | 4% | 1
Cc1[nH][nH]c(=O)c1/C=N/N1CCOCC1 | -1% | -0.1% | 3% | -3 | 0% | -5% | -3% | 1% | 22% | 2% | 12
O=C(N/N=C/c1coc2ccccc2c1=O)c1cn(-c2ccccc2)nc1-c1ccccc1 | -20% | -0.4% | -27% | -2 | 0% | 0% | -1% | -7% | 6% | 0% | -2
Cn1nc(-c2ccccc2)cc1NS(=O)(=O)c1ccccc1 | -2% | -0.6% | x | 13 | 3% | -6% | -2% | u | 7% | 1% | -15
CC(=O)Nc1c(O)[nH]c2ccccc12 | 3% | -0.3% | -15% | 0 | -3% | -2% | -4% | 2% | -17% | 6% | -8
Cc1ccc2nc(C)cc(N/N=C/c3ccccc3O)c2c1 | -1% | 0.4% | 19% | -2 | -2% | -8% | -1% | -7% | -31% | 2% | 37[activator]
CC(=O)Nc1ccc(/C=N/NC(=O)c2cc3ccccc3nc2C)cc1 | -1% | -0.1% | -12% | 1 | -3% | -11% | -1% | 2% | 4% | 2% | -13
COc1ccccc1-c1nc2c3ccccc3nc(=S)n2[nH]1 | -5% | 3.2% | u | -14 | x | x | -4% | u | u | 6% | -17
COc1ccccc1NC(=O)CCC(=O)OCc1ccc([N+](=O)[O-])cc1 | 2% | 0.1% | 14% | 0 | 3% | -2% | -4% | 4% | 13% | -21% | 25
Cc1ccccc1CC(=O)N1CCN(C(=O)C2CCCO2)CC1 (stereo not given) | -1% | 0.0% | x | x | 5% | 3% | -3% | u | -7% | 0% | -2
Cc1nn(C)c(NC(=O)c2ccccc2Cl)c1Br | 0% | -0.2% | -4% | 0 | -2% | x | -3% | 3% | -20% | -3% | 0
CC(C)OC(=O)c1cc2ccccc2oc1=O | -2% | 2.8% | x | 1 | -1% | -4% | -3% | -27% | -38% | 0% | 14
CCOC(=O)CCN(Cc1sccc1C)S(=O)(=O)c1ccc(F)cc1 | 3% | 0.2% | x | -2 | -1% | 2% | -10% | u | 9% | 0% | 11
CC(C)c1ccccc1OCC(=O)Nc1cc(S(=O)(=O)N2CCOCC2)ccc1N1CCCC1 | -8% | -0.9% | x | x | x | x | 2% | u | u | -3% | -9
CN(C(=O)COC(=O)c1ccccc1Nc1ccccc1)C1CCS(=O)(=O)C1 (stereo not given) | 22% | 0.9% | 10% | 0 | -2% | 2% | -4% | u | 2% | 0% | 3
NS(=O)(=O)c1ccc(NC(=O)CSc2nnc(Cc3cccs3)n2-c2ccccc2)cc1 | -4% | -0.6% | 11% | 10 | 0% | -8% | -1% | u | 3% | -5% | 9
N#C/C(=C\c1ccc(F)c(Cl)c1)S(=O)(=O)c1ccccn1 | 3% | 0.1% | x | 0 | 0% | u | -2% | 1% | 22% | -2% | 15
O=C(c1cc2c(cc1Br)OCCCO2)N1CCCCC1 | 2% | -1.1% | 2% | 0 | -3% | -1% | -1% | -5% | 3% | 0% | 3
Cc1ccccc1C(=O)N1CCN(c2ccc(NC(=O)c3ccc([N+](=O)[O-])o3)cc2)CC1 | -2% | 0.1% | u | 0 | -1% | -6% | -2% | u | -73%[inhibitor] | 0% | -91*
CS(=O)(=O)N1CC(C(=O)O)Oc2ccc(CC(=O)O)cc21 (stereo not given) | 7% | -0.4% | 10% | -2 | 0% | -18% | -6% | -8% | 0% | u | -14
CN(C)C(=O)COC(=O)c1ccccc1NC(=O)c1ccco1 | 10% | 0.1% | -4% | 0 | 11% | -3% | -1% | 0% | -5% | 1% | 5
CN1CCN(CCCNC(=O)c2cn(C3CCCCC3)c(=O)c3c2c2ccccc2n3C)CC1 | 19% | 0.5% | -1% | 1 | 2% | -1% | -7% | -13% | -41% | -3% | 0
COc1cc(-c2noc(-c3ccco3)n2)cc(OC)c1OC | -2% | -0.1% | 2% | -2 | 4% | -1% | -6% | u | 15% | -4% | 4

New compounds follow
molecule | ASM inhibitor | B2AR arrestin | Menin-MLL TR inh | FBPA coupling cs | GALK inhibitor | PKM2 act | TSG101-PTAP inh | BCR signal inh | Integrin act MD | Tb PFK inh | Giardia kill
CCC1Oc2ccc(C)cc2N(CC(=O)NCC2CCCO2)C1=O (stereo not given) | 2% | -0.7% | u | -3 | -1% | x | 1% | 7% | -21% | 1% | -3
Cc1ccc(C(=O)CSc2nnc(N)s2)c(C)c1 | -2% | 0.2% | u | -1 | 11% | 29% | 9% | -3% | -11% | 3% | -16
O=C(O)C1Cc2ccccc2CN1C(=O)c1ccccc1Cl (stereo not given) | 2% | x | 20% | 7 | 7% | 0% | 0% | x | 26% | x | -3
Cc1ccc(S(=O)(=O)N2CCOCC2)cc1NC(=O)COC(=O)c1cncc(Br)c1 | -7% | -0.2% | x | x | x | x | -6% | -7% | 13% | 0% | -15
CC1CCCN(C(=O)CSc2nc3ncccc3[nH]2)C1 (stereo not given) | 2% | 3.0% | -13% | -2 | 0% | 1% | -4% | 23% | 8% | 1% | 1
CCOC(=O)c1cc(C(=O)c2ccccc2O)cn2c(=O)c3c(C)c(C)sc3nc12 | x | -0.4% | -1% | 1 | -1% | -1% | x | 7% | x | -9% | x
COc1ccc2cc(C(=O)NCc3ccccc3)[nH]c2c1 | -1% | -0.4% | u | -4 | -1% | x | -1% | -3% | u | -10% | -4
COc1ccc(CC2(CO)CCN(Cc3cnn(-c4ccc(F)cc4)c3)CC2)cc1 | 1% | -0.6% | u | 1 | 12% | -4% | 6% | 16% | -38% | 0% | 0
COc1ccc(OC)c(CN2CCN(C(=O)CNC(=O)c3ccc(C(C)(C)C)cc3)CC2)c1 | 2% | 0.2% | x | x | x | x | -4% | u | -8% | 3% | -10
COc1ccccc1-n1cnc2cc(NS(=O)(=O)c3ccc(Br)cc3)ccc21 | -10% | 0.5% | -21% | 0 | -1% | 9% | -4% | u | 11% | 4% | -17
COc1ccc(CCNC(=O)C(=O)NCC2OCCN2S(=O)(=O)c2ccccc2)cc1OC (stereo not given) | 2% | 0.1% | 3% | 0 | x | 0% | -4% | 1% | 17% | -1% | -2
COc1ccc(/C=C/C(=O)c2ccccc2)cc1COc1ccccc1F | 11% | -0.2% | 64%[activator] | -5 | 0% | -8% | 0% | u | -32% | 0% | -6
O=C1C(C=NCc2ccncc2)=C(O)c2ccccc21 | 2% | -0.1% | 3% | 2 | -2% | -2% | 2% | -24% | 7% | -3% | -7
Cc1cccc(NC(=S)N2CCC(N(C)CC3CCCO3)CC2)c1C (stereo not given) | 8% | -0.2% | 8% | -1 | 1% | -2% | x | -6% | 23% | 1% | 37[activator]
COc1ccc(C(=O)N2CCN(C(=O)c3ccco3)CC2)cc1 | 11% | -0.4% | -2% | -1 | 1% | 2% | -3% | 0% | 10% | -2% | u
CCC(C)NC(=O)C1CCN(CCCc2ccccc2)CC1 (stereo not given) | 0% | -0.5% | -1% | 0 | x | 1% | 1% | -1% | -7% | 1% | 1
COc1ccccc1OCCC(=O)OCC(=O)NCc1ccc(F)cc1 | -1% | 0.3% | x | x | x | x | -4% | 0% | 18% | 0% | -11

Profiles, looked up by structure:
Record of O=C(O)C1Cc2ccccc2CN1C(=O)c1ccccc1Cl (stereo not given) = ASM inhibitor = 2%; B2AR arrestin = x; Menin-MLL TR inh = 20%; FBPA coupling cs = 7; GALK inhibitor = 7%; PKM2 act = 0%; TSG101-PTAP inh = 0%; BCR signal inh = x; Integrin act MD = 26%; Tb PFK inh = x; Giardia kill = -3
Record of CS(=O)(=O)N1CC(C(=O)O)Oc2ccc(CC(=O)O)cc21 (stereo not given) = ASM inhibitor = 7%; B2AR arrestin = -0.4%; Menin-MLL TR inh = 10%; FBPA coupling cs = -2; GALK inhibitor = 0%; PKM2 act = -18%; TSG101-PTAP inh = -6%; BCR signal inh = -8%; Integrin act MD = 0%; Tb PFK inh = u; Giardia kill = -14
